Compound activity (PubChem BioAssay)
Cneo AK release: causes C. neoformans cell lysis; adenylate kinase release luminescence, 4 h; normalised: neutral wells 0, clomiphene wells 100; lysis activity, % at 15 µM; actives 0.2% (n = 360,000); AID 651654;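 active = mean lysis activity across replicates of at least 80%, whatever share of replicates individually reach that level; inactive = mean lysis activity below 80%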
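read-out = cell lysis signal | test system = log-phase Cryptococcus neoformans yeast cells | input = cells at 5 × 10^6 per mL | medium = fresh YPD growth medium | signal = luminescent adenylate kinase detection reagent | timing = 4 h at 37 °C static, read 1 h later | dosing = single dose | controls = Clomiphene as positive lysis control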
GSIS activator: GLuc luminescence reporter in INS-1E cells, primary screen for activators of glucose-dependent secretion of insulin; activation, % at 16.6 µM; INS-1E GLuc reporter insulin secretion, 2-3 h; AID 743287; actives 0.61% (n = 370,000);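 active = lowest replicate activation of at least 40%, so every replicate reaches that level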;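 note: 0% = median of neutral control wells and 100% = median of IBMX positive control wells; some compounds called inactive have numbers as strong as hits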
PglD DTNB: blocks C. jejuni PglD acetyltransferase activity | AID 602405 | inhibition, % at 12.5 µM | actives 0.098% (n = 360,000) | purified PglD enzyme, DTNB colorimetric CoA detection; in the data active = inhibition above about 16%, passing the limit was not always enough; inconclusive = no clear call, values can overlap the other calls; note: strong numbers were not always called active
PGC1a acetyl inh: lowers PGC1a acetylation signal in U2OS cells; AlphaScreen anti-acetyl-lysine; with virally co-expressed GCN5 acetyltransferase; inhibition, % at 15.6 µM; actives 0.17% (n = 350,000); AID 651687;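 active = every replicate shows inhibition of at least 40%; inconclusive = mean inhibition at least 40% but some replicate below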;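 note: 0% = neutral control wells and 100% = positive control wells; some results beyond the cut were filed as inactive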
LGR2 antag: inhibitors of bursicon-induced Drosophila LGR2 receptor cAMP signaling | HEK293 LGR2, CRE-luciferase, bursicon-stimulated, 4 h | inhibition, % at 9.99 µM | AID 720647 | actives 0.35% (n = 380,000);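 active = drop in luminescence signal, shown as inhibition above about 50% in the replicate tests, limit read from the data, passing the limit was not always enough; inconclusive = probably only some replicates passing the limit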;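 note: agonist challenge used bursicon conditioned medium at about half maximal strength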
Statin myotox sup: suppressors of simvastatin-induced myotoxicity in C2C12 myotubes; actives 0.78% (n = 330,000); rescue of ATP level, % at 7.49 µM; ATP luminescence, 48 h; scaled: DMSO 0, geranylgeraniol control 100;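 active = mean ATP rescue above about 67%, or every replicate alone reaching that limit, limit read from the data, passing the limit was not always enough; inconclusive = no clear call, values can overlap the other calls; inactive = mean under the limit and some replicate under it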;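 note: myotubes were challenged with 10 µM simvastatin during compound exposure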
ARNT-TACC3 inh: disrupts binding between human ARNT and TACC3; AlphaScreen His-ARNT PAS-B/GST-TACC3 binding, luminescence; TACC3 fragment carries E629A point mutation; actives 0.66% (n = 390,000); inhibition, % at 9.99 µM; AID 623870; Q9Y6A5;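 active = mean inhibition of replicates at least 50% and at least half of replicates each reaching 50%; inconclusive = half or more replicates reach 50% but mean below 50%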;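 note: 0% = complete ARNT plus TACC3 wells and 100% = ARNT alone without TACC3; many hits fall short of the cut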
PAX8 inh HTS: lowers PAX8-driven luciferase in RMG-I cells | AID 652154 | inhibition, % at 12.6 µM | RMG-I TPO-luciferase reporter, SteadyGlo, 24 h | actives 1.2% (n = 360,000);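 active = mean replicate inhibition at least 60% with every replicate also reaching 60%; inconclusive = only one of the two criteria is met; inactive = mean below 60% and not all replicates reaching 60%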;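 note: luciferase light reporting Pax8 driven TPO promoter activity; plate controls were median of neutral control wells for no effect and mitoxantrone controls for full effect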
Starred values were filed as active, the others as inactive; ? = inconclusive; / = no result given. Rows were taken by chance (roughly 2.9% active in at least one column).

SMILES	Cneo AK release	GSIS activator	PglD DTNB	PGC1a acetyl inh	LGR2 antag	Statin myotox sup	ARNT-TACC3 inh	PAX8 inh HTS
O=C(Nc1cccc(Cl)c1N1CCOCC1)c1ccco1	-2	18	0	/	14	-6	-2	-13
CSCCC(NC(=O)c1ccccc1)C(=O)N1CCN(C(=O)c2ccccc2)CC1 (stereo not given)	-1	0	2	/	0	4	/	-9
C[C@@H]1CCCCO[C@@H](CN(C)C(=O)Cc2ccccc2)[C@H](C)CN([C@H](C)CO)C(=O)c2cc(NS(=O)(=O)c3ccccc3)ccc2O1	51	-38	3	6	-12	/	6	-32
CC(C)N1CCC(N2CCN(C/C=C/c3ccc(F)cc3)CC2CCO)CC1 (stereo not given)	/	-8	/	/	20	/	1	-2
COc1cc(/C=C/C(=O)N(C)CC(=O)Nc2ccccc2SC)cc(OC)c1OC	-1	17	-2	/	11	3	0	-5
O=C(COc1ccccc1)Nc1c2c(nn1-c1ccc(F)cc1)CS(=O)(=O)C2	-1	/	3	/	0	-2	16	/
CCOC(=O)N1CCN(C(=O)CN(Cc2ccccc2)S(C)(=O)=O)CC1	-1	/	2	-19	/	5	5	/
CCCn1c(/N=C/c2ccccc2O)nc2ccccc21	1	/	4	1	/	-18	1	/
O=C1N[C@H](Cc2ccccc2)COCc2cn(nn2)CC[C@@H]1Cc1ccccc1	2	17	/	/	10	/	/	-5
O=C(NC[C@H]1[C@H](c2ccccc2)[C@H](CO)N1C(=O)Cc1cccnc1)C1CC1	-16	12	-1	7	2	25	0	6
CCC(=O)Nc1ccc(C(=O)OCc2ccccc2)cc1	0	1	-4	-19	-32	0	-8	-86
CN1CCN(C(=O)C[C@H]2CC[C@@H](NC(=O)Nc3ccccc3F)[C@H](CO)O2)CC1	1	1	-1	1	12	-11	-6	-8
C[C@H](CO)N1C[C@H](C)[C@H](CN(C)S(=O)(=O)c2ccc(F)cc2)Oc2ncc(C#CC3CCCCC3)cc2C1=O	-1	-20	0	-20	-8	12	3	/
CC(C)CC#Cc1ccc2c(c1)O[C@@H](CN(C)C(=O)Nc1ccccc1)[C@@H](C)CN([C@H](C)CO)S2(=O)=O	-3	-12	0	-18	4	17	6	/
Cn1c(SCC(=O)N2CCOCC2)nc2sc3c(c2c1=O)CCCC3	3	/	6	6	/	-2	-1	/
CCOC(=O)Cc1csc(NC(=O)CCN2C(=O)c3cccc([N+](=O)[O-])c3C2=O)n1	1	-2	-9	/	16	12	-2	-1
Cc1cc([N+](=O)[O-])cc(C)c1OCC(=O)N/N=C/c1ccc(OC(=O)c2ccccc2Br)cc1	0	0	-5	5	-8	/	-5	-4
COc1ccccc1-c1ccc2c(c1)O[C@@H](CN(C)C(=O)c1ccccc1)[C@H](C)CN([C@@H](C)CO)S2(=O)=O	-5	-28	2	6	8	-89	-22	29
CCCCOc1ccc(NC(=O)CN2CCN(CC)CC2)cc1	-6	8	-4	12	-10	-11	-18	-10
O=C(Nc1ccc(NS(=O)(=O)c2ccccc2)cc1)c1ccccc1	1	7	-1	/	14	-5	3	12
C[C@@H]1CN([C@H](C)CO)C(=O)c2cc(NS(=O)(=O)c3ccccc3)ccc2O[C@@H](C)CCCCO[C@H]1CN(C)Cc1ccc(C(F)(F)F)cc1	-11	-31	-10	5	10	/	9	102*
c1ccc(CN(CCN2CCOCC2)Cc2ccccc2)cc1	2	-1	-1	-4	-19	-1	13	6
O=C(N/N=C/c1ccc[nH]1)c1cc(-c2cccs2)nc2ccccc12	2	9	-5	/	-4	1	24	-2
C=C[C@@H](C)[C@@H](OC(=O)Nc1ccc(OC)cc1)c1ccc(OCCO)cc1	-2	/	4	5	/	/	-7	-37
C[C@H](CO)N1C[C@H](C)[C@@H](CN(C)C(=O)NC2CCCCC2)Oc2c(NC(=O)c3nc4ccccc4s3)cccc2C1=O	64	-27	4	26	11	-44	3	/
COc1ccc(-c2noc(CCCCC(=O)N3CCN(c4cc(C)ccc4C)CC3)n2)cc1	-12	-53	-1	15	26	-28	1	41
COc1cc(C(=O)N2C(=O)CCC2=O)cc(OC)c1OC	1	-11	5	2	4	6	-4	-2
C=CCOC(=O)C1=C(C)NC(=O)NC1c1ccc(OC(=O)c2ccco2)c(OC)c1 (stereo not given)	0	/	-1	-16	/	13	3	/
COc1ccc(OCc2nnc(NC(=O)Nc3ccccc3F)s2)cc1	/	15	/	7	8	20	-7	-19
CCOC(=O)c1ccccc1NC(=O)CSc1cccc[n+]1[O-]	0	20	6	3	3	0	4	/
COC(=O)C1=C(N)OC2=C(C(=O)CCC2)C1c1ccccc1OC (stereo not given)	/	1	/	/	5	-17	2	-15
COc1cc(NS(C)(=O)=O)c(OC)cc1NC(=O)c1cccc(F)c1	-4	15	1	-4	-8	3	2	/
N/C(=N/OC(=O)c1cccc([N+](=O)[O-])c1)c1cccc([N+](=O)[O-])c1	/	5	/	3	-31	/	-11	-6
COc1cccc(OCc2cc(C(=O)N(C)CCC3CCCCO3)no2)c1 (stereo not given)	4	15	-6	/	4	4	1	/
C=C(C)CSc1nnc2[nH]c(=O)cc(N)n12	-8	/	-1	/	/	4	-2	/
CC1(C)OC(=O)C2=C(C[C@@H](C3CCCCC3)O[C@H]2c2ccc(F)cc2)O1	-1	-12	3	-33	3	3	/	1
O=C(CN1CCc2ccccc2C1)NC1CCCC1	/	3	/	/	-23	/	-6	-13
COc1ccc(OC)c(Nc2nc(NCCC(C)C)nc(N)c2[N+](=O)[O-])c1	/	/	/	/	5	-17	-2	12
COC(=O)CSc1nc(NCc2ccccc2)nc(N(C)C)n1	3	-4	-6	-5	4	-13	-2	1
COc1ccc(C(=O)Nc2ccc(S(=O)(=O)N3CCOCC3)cc2)cc1	1	/	-3	-4	/	/	/	-19
C[C@H](CO)N1C[C@H](C)[C@@H](CN(C)CC2CCOCC2)Oc2ncc(C3=CCCCC3)cc2C1=O	13	4	4	5	-5	-17	-3	-10
Cc1cc(Nc2ccc(Cl)cc2)n(-c2cccc(Cl)c2)n1	2	-17	-7	-18	/	28	3	11
O=C(NCc1ccccc1)C12CN(Cc3ccccc3)CC1C(c1ccc([N+](=O)[O-])cc1)=NO2 (stereo not given)	0	3	-1	-18	0	13	/	0
C[C@H](CO)N1C[C@H](C)[C@H](CN(C)Cc2ccc(Cl)c(Cl)c2)Oc2ccc(NS(=O)(=O)c3ccc(Cl)cc3)cc2C1=O	-6	-3	-1	1	-4	7	-3	8
CC1(C)CCC(=O)N2CC[C@H]3C[C@H](OC(=O)Nc4ccc5c(c4)OCO5)C[C@@H]1[C@H]32	-10	/	-1	19	/	-23	2	-160
O=C(C[C@H]1C/C=C\C[C@H](NC(=O)OCC2c3ccccc3-c3ccccc32)C(=O)OC[C@H]2CCCN2C1=O)NCCO	-1	-19	0	/	3	-11	0	5
Cc1nc(-c2ccccc2)sc1C(N)=O	-2	/	-1	-2	/	5	-2	/
Cc1ccc(N2CC(C(=O)OCc3ccccc3)CC2=O)cc1 (stereo not given)	-1	/	-6	-14	/	11	-9	/
CC(C)Cc1nc(SCC(=O)NCC2CCCO2)c2c(=O)n(C)c(=O)n(C)c2n1 (stereo not given)	-3	11	6	/	5	/	7	-12
C[C@]12CC[C@H](O)CC1=CCC1C2CC[C@@]2(C)C1CCC21OCCO1 (stereo not given in full)	0	15	2	2	-11	2	-6	-33
CC(C)C[C@@H](C(=O)NCc1ccco1)N1C(=O)N2CCc3c([nH]c4ccccc34)[C@@]2(C)C1=O	0	-27	6	-6	-1	4	6	/
Cc1ccc(NC(=S)c2nc3ccccc3[nH]2)cc1	-18	/	-2	3	/	-47	27	/
CCC(=O)N1N=C(c2ccc(C)cc2)CC1c1ccco1 (stereo not given)	/	-11	/	/	-15	/	0	-33
CC(C)c1ccc(/C=C/c2ccc(=O)n(C)n2)cc1	/	-11	/	4	-13	/	5	-59
CC(C)N(Cc1nc(-c2ccccc2)no1)C(=O)C(Cl)(Cl)Cl	/	-21	/	/	-5	/	-3	-5
C=CCCC(=O)N1CCC(Oc2cccc(C(=O)NCc3ccccn3)c2)CC1	1	-8	-3	0	-18	/	3	-29
CC1CCc2cc(F)cc3c(O)c(C(=O)NCC4CCCO4)c(=O)n1c23 (stereo not given)	0	/	4	-7	/	6	-6	2
OC(COc1ccc(Cl)cc1Cl)CN1CCc2ccccc2C1 (stereo not given)	-2	18	2	0	-4	-9	0	10
O=C(Nc1ccccc1F)N1C[C@H]2[C@@H](c3ccccc31)[C@H](CO)N2C(=O)Cc1cccnc1	-3	4	-2	-2	-12	-6	-2	-20
CC(C)C#Cc1ccc([C@@H]2[C@H]3CN(C(=O)c4ccc5c(c4)OCO5)CCCCN3[C@H]2CO)cc1	-1	-12	4	-1	-1	/	4	?

Among those listed so far, these have a thiophene ring, fused or not.
SMILES	Cneo AK release	GSIS activator	PglD DTNB	PGC1a acetyl inh	LGR2 antag	Statin myotox sup	ARNT-TACC3 inh	PAX8 inh HTS
Cn1c(SCC(=O)N2CCOCC2)nc2sc3c(c2c1=O)CCCC3	3	/	6	6	/	-2	-1	/
O=C(N/N=C/c1ccc[nH]1)c1cc(-c2cccs2)nc2ccccc12	2	9	-5	/	-4	1	24	-2

Looked up above.
ARNT-TACC3 inh, C[C@]12CC[C@H](O)CC1=CCC1C2CC[C@@]2(C)C1CCC21OCCO1 (stereo not given in full) : -6
PAX8 inh HTS, C=CCCC(=O)N1CCC(Oc2cccc(C(=O)NCc3ccccn3)c2)CC1 : -29
PglD DTNB, CC1CCc2cc(F)cc3c(O)c(C(=O)NCC4CCCO4)c(=O)n1c23 (stereo not given) : 4
GSIS activator, CC(C)Cc1nc(SCC(=O)NCC2CCCO2)c2c(=O)n(C)c(=O)n(C)c2n1 (stereo not given) : 11

(list continues)
SMILES	Cneo AK release	GSIS activator	PglD DTNB	PGC1a acetyl inh	LGR2 antag	Statin myotox sup	ARNT-TACC3 inh	PAX8 inh HTS
COc1ccc(CNC(=O)C[C@@H]2C[C@@H]3c4cc(NS(=O)(=O)c5ccc(F)cc5)ccc4O[C@@H]3[C@@H](CO)O2)cc1	52	-13	4	-12	10	-2	-2	/
CC(=O)c1c(C)[nH]c(C(=O)COC(=O)c2cccs2)c1C	2	/	3	-5	-19	-4	18	8
CC(C)NC(=O)N(C)C[C@@H]1Oc2c(NS(C)(=O)=O)cccc2C(=O)N([C@@H](C)CO)C[C@@H]1C	-7	17	2	8	-11	-17	-4	-10
COc1cc(Cl)ccc1OCc1cc(C(=O)N(C)Cc2cccc3cnccc23)no1	4	-28	-5	-4	-16	-18	7	-101
Cc1cc(NC(=O)CSc2nnc(-c3cccc(F)c3)n2N)no1	0	-8	0	/	3	0	11	5
C[C@H](CO)N1C[C@H](C)[C@H](CN(C)C(=O)Nc2ccc(C(F)(F)F)cc2)OCCCC[C@H](C)Oc2ccc(NS(=O)(=O)c3ccccc3)cc2C1=O	4	-4	4	10	-14	/	-1	47
c1ccc(CCNCCCOc2cccc3ccccc23)cc1	14	-7	3	5	6	-14	5	1
COCCn1c(SCC(=O)Nc2ccc3c(c2)OCCO3)nc2ccccc2c1=O	14	-5	-3	9	-8	-3	/	3
CO/N=C1\CCn2c1c(C)c1ccccc12	-1	7	7	6	-10	/	-31	-6
O=C(OCC#Cc1c(COC(=O)c2ccccc2)nnn1Cc1ccccc1)c1ccccc1	3	1	-5	/	-1	22	-5	10
CC(C)c1onc(C(=O)N2CCCCC2)c1[N+](=O)[O-]	/	-14	/	/	2	/	-14	13
C#CCN(C#N)c1nc(NCC)nc(NC(C)C)n1	2	20	-7	7	-20	2	4	/
COC(=O)c1cc(=O)c2cccc(OC)c2[nH]1	1	-3	-6	/	7	-3	0	21
